Screening data deposited in PubChem BioAssay by National Center for Advancing Translational Sciences (NCATS).
CCT chaperon mod = High-Throughput Screening for Modulators of Cytosolic Chaperonin Activity; purified chaperonin ATPase assay, HTRF ADP detection, 30 min; activity change, % (test concentration not listed), hits read low; 360,000 tested, 0.3% active; AID 651819, 2012; in the data active = activity change below about -30%; note: % is set by controls: 0 for no effect and ±100 for the full control effect
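TRiC (40 or 20 nM final, by batch activity) in 30 mM Tris pH 7.4, 100 mM KCl, 5 mM MgCl2, 1 mM DTT was treated with compound at 76 uM single dose, then 10 uM ATP, 30 min at 37 °C. ADP was read by HTRF Transcreener.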
EPAC1 agonist = qHTS for Agonist of cAMP-regulated guanine nucleotide exchange factor 3 (EPAC1): primary screen | Rap guanine nucleotide exchange factor 3 (Homo sapiens), O95398 | EPAC1 agonist qHTS, biochemical assay; response scale: 100% = response to 6.5 mM cAMP | Potency, µM (series often up to 154 µM), for inactives: at the top dose activation, most hits filed as activators | 360,000 tested, 0.073% active | AID 720707, 2013; note: potency is the fitted concentration of half-maximal effect; nearly all actives have a fitted effect of over 60% in size
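EPAC1 100 nM, Rap1B–BODIPY-GDP 250 nM, unlabeled GDP 50 uM; compound titration; 5 min RT; kinetic read ex480/em540 at 5-min intervals ×30 min; data normalized to 6.5 mM cAMP agonist control.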
PI5P4Ka inh = qHTS for Inhibitors of phosphatidylinositol 5-phosphate 4-kinase (PI5P4K); max response, %; PI5P4Kalpha enzyme, ADP-Glo luminescence, 60 min; active compounds read low; 330,000 tested, 1.2% active; Phosphatidylinositol 5-phosphate 4-kinase type-2 alpha (Homo sapiens), P48426; active = max response of -50% or lower; inconclusive = between -30% and -50%; inactive = -30% or higher; note: value at the top dose of about 77 µM; % is set by controls: 0 for no effect and ±100 for the full control effect
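ADP-Glo luminescence end-point after a 60 min room-temperature kinase reaction. PI5P4Kalpha and substrate in HEPES pH 7.4 buffer with EGTA, 0.1% CHAPS and 5% DMSO; ATP at 5 microM final.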
EPAC2 ag = qHTS for Agonist of cAMP-regulated guanine nucleotide exchange factor 4 (EPAC2): primary screen. Rap guanine nucleotide exchange factor 4 (Homo sapiens), Q8WZA2. Potency, µM (doses to about 154 µM), for inactives: at the top dose activation, usual class: activators. EPAC2 activation, biochemical qHTS; response scale: 100% = 6.5 mM cAMP response. 360,000 tested, 0.079% active. AID 720711, 2013; note: potency is the fitted concentration of half-maximal effect; nearly all actives have a fitted effect of over 50% in size
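qHTS, titration series. 100 nM EPAC2 / 250 nM Rap1B-BODIPY-GDP / 50 uM GDP; RT; ex 480/em 540 nm, 5-min reads to 30 min. Norm. to 6.5 mM cAMP = activation.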
IL2 activator = qHTS of IL-2 Activators; IL-2 activation reporter assay, cell-based qHTS; stimulated with anti-CD3/CD4/CD28 beads; in transgenic mouse T cells; activation, % (series mostly up to about 46 µM); 360,000 tested, 0.065% active; in the data active = activation above about 50%; inconclusive = mostly about 30% to 49%; note: 0% is about no effect
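Unstimulated transgenic mouse T cells; 60-min compound exposure; bead-based TCR/CD4/CD28 stimulation; 18 h culture, 37 degrees C; dual fluorescence (EGFP, DsRed) plate cytometry.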
PLK1 PBD inh = qHTS for Inhibitors of PLK1-PDB (polo-like kinase 1 - polo-box domain): Primary Screen; Serine/threonine-protein kinase PLK1 (Homo sapiens), P53350; Plk1 PBD binding of FITC phosphopeptide, fluorescence polarization; Potency, µM, inactives show max response, negative = inhibition, most hits filed as inhibitors; 360,000 tested, 2.8% active; AID 720504, 2013; note: potency is the fitted concentration of half-maximal effect; series mostly up to about 57 µM; % is set by controls: 0 for no effect and ±100 for the full control effect; nearly all actives have a fitted effect of over 65% in size
WRN helicase inh = qHTS for Inhibitors of WRN Helicase; Bifunctional 3'-5' exonuclease/ATP-dependent helicase WRN (Homo sapiens), Q14191; WRN helicase unwinding, fluorescent forked duplex, kinetic; Potency, µM (series often up to 114 µM), for inactives: at the highest dose activity change, negative = inhibition, most hits filed as inhibitors; 360,000 tested, 0.46% active; note: potency is the fitted concentration of half-maximal effect; % is set by controls: 0 for no effect and ±100 for the full control effect; nearly all actives have a fitted effect of over 55% in size
Target sequence (Q14191 whole entry, looked up): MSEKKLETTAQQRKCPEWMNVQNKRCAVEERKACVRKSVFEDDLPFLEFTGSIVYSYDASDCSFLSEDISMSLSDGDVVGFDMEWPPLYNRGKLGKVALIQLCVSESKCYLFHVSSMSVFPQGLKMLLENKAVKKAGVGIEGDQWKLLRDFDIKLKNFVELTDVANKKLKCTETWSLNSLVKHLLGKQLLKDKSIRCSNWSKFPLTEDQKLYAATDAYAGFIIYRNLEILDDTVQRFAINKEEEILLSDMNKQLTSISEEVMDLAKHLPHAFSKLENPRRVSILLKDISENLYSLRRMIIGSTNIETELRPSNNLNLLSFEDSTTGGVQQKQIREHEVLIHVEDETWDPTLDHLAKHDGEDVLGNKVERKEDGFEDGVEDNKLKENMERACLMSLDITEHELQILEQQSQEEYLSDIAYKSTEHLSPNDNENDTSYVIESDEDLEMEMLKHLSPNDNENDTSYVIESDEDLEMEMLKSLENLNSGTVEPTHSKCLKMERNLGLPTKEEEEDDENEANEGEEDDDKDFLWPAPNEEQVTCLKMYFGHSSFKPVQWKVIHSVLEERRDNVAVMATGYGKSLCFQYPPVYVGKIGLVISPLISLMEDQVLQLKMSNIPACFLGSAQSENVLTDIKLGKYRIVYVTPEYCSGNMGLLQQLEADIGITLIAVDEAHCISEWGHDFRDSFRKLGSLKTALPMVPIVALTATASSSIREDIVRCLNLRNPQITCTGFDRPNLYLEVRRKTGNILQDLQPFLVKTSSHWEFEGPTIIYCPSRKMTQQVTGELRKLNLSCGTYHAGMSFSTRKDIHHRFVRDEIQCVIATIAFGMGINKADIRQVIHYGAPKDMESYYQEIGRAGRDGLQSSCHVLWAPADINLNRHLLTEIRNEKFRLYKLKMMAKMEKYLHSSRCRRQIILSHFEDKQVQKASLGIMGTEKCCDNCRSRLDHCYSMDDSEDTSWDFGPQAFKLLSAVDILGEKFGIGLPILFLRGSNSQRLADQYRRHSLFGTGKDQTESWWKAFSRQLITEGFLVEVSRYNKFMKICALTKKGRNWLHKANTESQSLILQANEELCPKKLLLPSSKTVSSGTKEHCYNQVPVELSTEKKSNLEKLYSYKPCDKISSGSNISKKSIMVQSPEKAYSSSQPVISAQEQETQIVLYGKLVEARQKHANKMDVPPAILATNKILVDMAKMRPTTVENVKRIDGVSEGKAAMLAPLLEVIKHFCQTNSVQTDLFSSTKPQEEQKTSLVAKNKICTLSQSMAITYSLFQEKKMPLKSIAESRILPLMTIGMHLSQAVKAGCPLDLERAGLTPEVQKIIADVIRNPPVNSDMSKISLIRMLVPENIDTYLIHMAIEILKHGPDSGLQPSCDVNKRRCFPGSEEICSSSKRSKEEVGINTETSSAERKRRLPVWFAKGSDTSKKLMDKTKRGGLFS
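Kinetic red-fluorescence monitoring (525/598 nm) tracks WRN helicase activity after 100 nM fluorophore-quencher forked duplex and 2 mM ATP are added to 20 nM enzyme pretreated 15 min at room temperature with compound.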
EPAC1 antag = qHTS for Antagonist of cAMP-regulated guanine nucleotide exchange factor 3 (EPAC1): primary screen; Rap guanine nucleotide exchange factor 3 (Homo sapiens), O95398; EPAC1 GEF assay, Rap1b-BODIPY-GDP exchange fluorescence; Potency, µM (titrated, usually from 115 µM), inactives show at the top dose activity change, negative = inhibition, hits mostly inhibitors; 360,000 tested, 0.14% active; AID 720709, 2013;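 note: potency is the fitted concentration of half-maximal effect; plate controls were vehicle for no effect and positive control for full effect; nearly all actives have a fitted effect of over 50% in size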
* = called active by the depositor; ? = inconclusive; · = not tested or not shown; [ ] = remark or other dose. Unless noted, calls come from the whole dose curve; as a rule, active = well fitted curve in the direction sought with a large enough effect; inconclusive = small, poorly fitted or top-dose-only effect, or another doubt; inactive = no such curve, though single readings can be large; an effect the other way counts as inactive or inconclusive. This is a subset; rates above refer to the full screens.

Preview (4 entries):
SMILES	CCT chaperon mod	EPAC1 agonist	PI5P4Ka inh	EPAC2 ag	IL2 activator	PLK1 PBD inh	WRN helicase inh	EPAC1 antag
O=C(CCc1nc2ccccc2c(=O)[nH]1)OCCOc1ccc(Cl)cc1	0.0	2%	0	3%	0.1	2%	-3%	-1%
CCOC(=O)c1ccc(N2C(=O)c3n[nH]c(C)c3C2c2ccccn2)cc1 (configuration not stated)	1.9	2%	-1	3%	1.8	8%	-1%	2%
CCOC(=O)NC(CC(=O)O)c1ccc(OC)c(OC)c1 (configuration not stated)	-0.7	3%	2	1%	1.5	2%	9%	3%
CCOC(=O)c1c(NC(=O)CSc2ncccn2)sc(C(=O)NC)c1C	0.9	3%	2	-2%	-1.6	6%	-15%	11%

This part in full, from the start:
SMILES	CCT chaperon mod	EPAC1 agonist	PI5P4Ka inh	EPAC2 ag	IL2 activator	PLK1 PBD inh	WRN helicase inh	EPAC1 antag
O=C(CCc1nc2ccccc2c(=O)[nH]1)OCCOc1ccc(Cl)cc1	0.0	2%	0	3%	0.1	2%	-3%	-1%
CCOC(=O)c1ccc(N2C(=O)c3n[nH]c(C)c3C2c2ccccn2)cc1 (configuration not stated)	1.9	2%	-1	3%	1.8	8%	-1%	2%
CCOC(=O)NC(CC(=O)O)c1ccc(OC)c(OC)c1 (configuration not stated)	-0.7	3%	2	1%	1.5	2%	9%	3%
CCOC(=O)c1c(NC(=O)CSc2ncccn2)sc(C(=O)NC)c1C	0.9	3%	2	-2%	-1.6	6%	-15%	11%
O=C(Cc1ccccc1)Nc1ccc(C(=O)NCc2ccccc2)cc1	-2.9	-4%	-2	0%	0.1	-4%	-17%	-16%
N#Cc1ccc(-c2nc3ccccc3nc2-c2ccccc2)cc1C#N	-1.5	4%	2	2%	-0.6	-2%	0%	5%
Cc1cccc(NC(=O)CSc2nnc(Cc3ccccc3)o2)c1	-4.5	1%	-16	13%	0.4	-17%	-1%	7%
COc1ccc(NC(=O)c2cc3c(s2)CCC(C)C3)cc1S(=O)(=O)N1CCOCC1 (configuration not stated)	-0.2	1%	0	-5%	-0.6	-3%	-23%	-29%
COc1ccc(F)c(C2C(C#N)=C(N)Oc3n[nH]c(C(C)(C)C)c32)c1 (configuration not stated)	0.4	-5%	-2	-15%	-2.7	-4%	1%	7%
Cc1c(-c2ccccc2)c(=O)oc2ccc(O)cc12	1.7	-2%	5	9%	8.9	-11%	0%	-5%
O=C(O)c1ccccc1SCC(=O)N1CCCCC1	0.3	8%	-2	6%	-0.4	0%	4%	3%
O=S(=O)(N1CCCCCC1)N1CCNCC1	-0.3	7%	1	0%	0.3	-5%	-21%	6%
Cc1ccccc1Nc1nc(-c2cccnc2)nc2ccccc12	-0.7	-3%	-2	2%	1.6	2%	0%	-13%
O=C(Cn1ccc([N+](=O)[O-])n1)NCc1cccs1	-3.9	1%	·	-4%	1.0	-5%	-3%	-2%
CN(C)S(=O)(=O)c1ccc(Cl)c(NC(=O)CN2CCC(Cc3ccccc3)CC2)c1	2.4	8%	16	2%	-0.9	-3%	-7%	?
CCC(=O)N/C(N)=N/c1nc2ccccc2o1	-1.2	8%	4	8%	0.1	-5%	-19%	3%
Cc1cccc(COc2ccc(/C=C3/C(=O)N(C)C(=S)N3C)cc2)c1	-0.2	2%	-3	4%	-1.1	-1%	7%	6%
S=c1[nH]nc(-c2ccccc2)o1	-4.8	-9%	?	2%	0.2	30µM*	6%	-1%
CCN(CC)CCNC(=O)c1ccc(NC(=O)C2CC(=O)N(c3ccc4c(c3)OCCO4)C2)cc1 (configuration not stated)	1.2	3%	5	2%	4.5	-27%	-1%	13%
CCOC(=O)c1ccc(-c2csc(NC(=O)CN3CCC(C)CC3)n2)cc1	-1.1	-14%	-2	-11%	-4.1	-3%	-8%	-12%
CC1(c2ccc3c(c2)OCO3)NC(=O)N(CC(=O)NCCC2=CCCCC2)C1=O (configuration not stated)	-1.8	-4%	·	2%	-2.1	48%[activator]	3%	4%
CCC(Sc1nncn1C)C(=O)Nc1nnc(-c2ccccc2Cl)s1 (configuration not stated)	0.5	3%	-7	-3%	-3.4	-4%	0%	8%
C=C(C)CN(CC)C(=O)CN1C(=O)NC2(CCCc3ccccc32)C1=O (configuration not stated)	0.5	-2%	8	3%	-2.0	-5%	-2%	-13%
Cn1c(=O)n(C)c2cc(/C=C3/SC(=O)N(CC(=O)N4CCOCC4)C3=O)ccc21	-3.5	3%	-3	-5%	-0.4	0%	5%	-1%
Cc1noc(C)c1S(=O)(=O)N1CCC(C(=O)NCCN2CCC(C)CC2)CC1	-2.2	0%	-1	-3%	-2.1	-4%	-1%	11%
Cc1c(C)n(Cc2ccc(F)cc2)c2ccc(C(=O)NCCCN3CCOCC3)cc12	0.1	0%	-3	12%	-1.9	-15%	9%	-23%
Cc1ccccc1OCC(=O)NCCC1=CCCCC1	-0.7	-12%	-6	-10%	-1.1	-5%	0%	-5%
Cc1ccc(OCCn2c(=S)[nH]c3ccccc32)c(C(C)C)c1	-3.2	-1%	5	1%	-0.4	-6%	-12%	-6%
COc1ccc([C@@H]2[C@@H]3C(=O)N(C(C)(C)C)C(=O)[C@@H]3[C@]3(Cc4ccccc4)C(=O)N(c4ccc(Br)cc4)C(=O)N23)cc1	-1.4	-3%	5	0%	1.1	0%	0%	-9%
CCOC(=O)c1cc(CC)sc1NC(=O)Cc1ccsc1	0.6	8%	15	0%	-0.8	-24%	-9%	-8%
O=C(NCC(c1cccs1)N1CCOCC1)c1ccc(Br)o1 (configuration not stated)	-0.4	-16%	6	-3%	3.5	-30%	-20%[57.1 µM]	-6%
N#CCSc1nnc(COc2cccc3ccccc23)n1-c1cccc(Cl)c1	1.6	17%	7	10%	-3.5	2%	-7%	3%
O=C(Nc1cccc2nsnc12)c1ccc(-c2ccc(Br)cc2)o1	-0.7	-6%	-27	9%	2.8	-19%	-44%	9%
Cc1cccc(N(CC(=O)NCCC2=CCCCC2)S(C)(=O)=O)c1C	-1.6	3%	·	6%	-1.1	-4%	-5%	-5%
CCC1(C(=O)OC)CCc2c(cc(OC)c3ccccc23)C1=O (configuration not stated)	-6.5	7%	1	14%	0.2	-7%	4%	3%
C[C@H](CO)N1C[C@H](C)[C@@H](CN(C)S(=O)(=O)c2cn(C)cn2)Oc2c(NS(=O)(=O)c3ccccc3)cccc2C1=O	-0.7	-32%[inhibitor]	1	-4%	0.2	-7%	11%	-18%
CN(CC(=O)Nc1ccc(OC(F)(F)F)cc1)C(=O)c1ccccc1SCC(=O)N1CCCC1	-0.9	-3%	-1	-3%	-6.1	-4%	2%	14%
COC(=O)C1Sc2[nH]c(=O)sc2C2c3ccccc3OC(=O)C12 (configuration not stated)	-4.2	5%	-3	6%	1.0	-15%	5%	1%
COc1ccc(-n2nc3c(c2NC(=O)c2ccc(Br)cc2)CS(=O)C3)cc1 (configuration not stated)	-0.9	10%	-2	4%	-1.5	-8%	-3%	-5%
O=C(O)CCC(=O)NCc1cn(-c2ccccc2)nc1-c1cccc(Br)c1	2.6	3%	1	-4%	1.5	2%	-8%	8%
Cc1noc(C)c1COc1ccccc1C(=O)Nc1cccc(S(=O)(=O)N(C)C)c1	-2.3	6%	2	8%	-0.5	-5%	-9%	1%
COCCn1c(N)c(N(Cc2ccccc2)C(=O)c2ccc(-c3ccc(Cl)cc3)o2)c(=O)[nH]c1=O	-5.0	-2%	-1	5%	-1.6	-15%	19%	-7%
C=CCNC(=O)CNS(=O)(=O)c1ccc(F)cc1	-0.3	-1%	·	7%	-1.5	-20%	-3%	16%
COc1cc(/C=N/NC(=S)NC2CC3CCC2C3)ccc1O (configuration not stated)	0.9	14%	-3	7%	-0.7	4%	-12%	-5%
Cc1ccc(CNC(=O)[C@H](C)N2C(=O)N3CCc4c([nH]c5ccccc45)[C@@]3(C)C2=O)cc1	-1.6	-32%[inhibitor]	2	-11%	-0.6	-5%	4%	-11%
CCN(CC)c1ccc(C(=O)NNC(=O)CCNC(=O)c2ccccc2)cc1	0.7	-2%	4	5%	0.3	-4%	3%	18%
O=C(CN(C(=O)CCC(=O)Nc1nccs1)c1ccc(F)cc1)NCC1CCCO1 (configuration not stated)	0.8	-1%	-1	7%	1.1	-10%	7%	-2%
Cc1cc(N)n2ncc(-c3ccc(F)cc3)c2n1	0.2	3%	6	-2%	7.3	1%	-6%	-27%
